OX1R antag-1 = blocks the human orexin 1 receptor; O43613; OX1R-expressing cells, FRET antagonist read-out; inhibition, % at 6.6 µM; hit rate 1.8% among 330,000; AID 485270; in the data active = inhibition mostly above about 38%, no sharp cut-off; inactive = mostly below about 40%;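 note: 0% = agonist challenge alone and 100% = reference antagonist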
Target sequence (O43613 whole entry, looked up): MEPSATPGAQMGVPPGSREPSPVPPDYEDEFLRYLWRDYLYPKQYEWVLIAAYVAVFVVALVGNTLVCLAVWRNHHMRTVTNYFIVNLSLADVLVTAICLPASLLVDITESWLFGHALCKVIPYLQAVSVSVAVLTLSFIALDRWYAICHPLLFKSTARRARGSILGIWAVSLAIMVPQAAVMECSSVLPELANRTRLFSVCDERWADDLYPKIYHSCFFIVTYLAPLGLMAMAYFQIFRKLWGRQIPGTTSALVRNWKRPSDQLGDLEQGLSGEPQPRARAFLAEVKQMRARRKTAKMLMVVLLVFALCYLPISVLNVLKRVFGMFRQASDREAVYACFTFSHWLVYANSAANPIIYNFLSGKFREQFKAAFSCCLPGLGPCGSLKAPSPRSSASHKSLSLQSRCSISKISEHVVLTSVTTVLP
OX1R antag-2 = blocks the human orexin 1 receptor | inhibition, % at 5 µM | hit rate 0.43% among 330,000 | AID 434989 | CHO/OX1R cells, Fluo-8 calcium fluorescence, orexin A | O43613;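 active = inhibition above its plate's threshold, mean inhibition of all tested compounds on the plate plus 3 SD, cut at about 37% in these data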;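 note: 0% = orexin A challenge wells and 100% = SB-334867-A antagonist wells; not every result past the cut was called active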
The depositor's hits bear a star. Hits appear at their usual frequency; 2.1% or so of the library scored in one or more.

SMILES | OX1R antag-1 | OX1R antag-2
Cc1ccccc1NC(=O)C(=O)NCC1CCCN1S(=O)(=O)c1cccs1 (centres undefined) | 33.6* | -7.1
O=C(O)c1cc(O)ccc1NC(=O)c1cccc2ccccc12 | 8.4 | -5.3
CCCCn1c(N)c(C(=S)NC(=O)CC(C)(C)C)c(=O)n(C)c1=O | 5.0 | -20.8
CC(Oc1cccc(Cl)c1)C(=O)Nc1nc(-c2ccccn2)cs1 (centres undefined) | 36.9 | -5.9
Cc1ccc(NC(=O)CSc2nnc(-c3cccnc3)s2)cc1 | 19.9 | 3.3
Cc1ccc(OC(C)C(=O)Nc2ccncc2)cc1C (centres undefined) | 5.7 | 6.1
Cc1cccc(OCC(=O)NCCCNC(=O)c2ccc(C)nc2)c1 | 27.8 | -16.9
COc1cccc(CN(C)C(=O)c2ccc(COc3ccc(Cl)cc3)cc2)c1OC | 13.3 | 1.1
COC(=O)CCCC1=CC2=CC(=O)C(C)(OC(=O)C3CCCC3)C(=O)C2=CO1 (centres undefined) | 14.3 | -19.8
CCCSc1ccc([C@@H]2[C@H]3C(=O)N(CC)C(=O)[C@H]3[C@]3(C(=O)OC)CCCN23)cc1 | 14.8 | -20.5
CC(C)CNC(=O)N[C@@H](CC(C)C)C(=O)O | 6.6 | -4.8
COc1ccc(C(=O)CSc2nnc(-c3cc(C)cc(C)c3)o2)cc1 | -2.9 | -39.2
C=CCNC(=O)c1cc2sccc2n1C | 7.7 | -3.1
O=[N+]([O-])c1ccc(COc2ccccc2/C=N/O)cc1 | 6.2 | -6.4
c1ccc(CN2CCC(N3CCC(N4CCCCCC4)CC3)CC2)cc1 | 13.6 | -2.6
O=C(CNC(=O)C1CCCCC1)OCC(=O)c1cccc(Cl)c1 | 2.2 | 21.3
CCN(C(=O)/C=C/c1cc(OC)c(OC)c(OC)c1)C1CCCCC1 | 3.0 | -34.5
Cc1nc(SCC(=O)NCCc2ccccc2)c2oc3ccccc3c2n1 | 4.8 | -17.9
CCC1CCCCN1CCCNC(=O)C1CCC(=O)N1Cc1ccc(C)cc1 (centres undefined) | 9.5 | -17.0
O=C(c1ccc(NS(=O)(=O)c2cccs2)cc1)N1CCCCC1 | 26.6 | 3.5

Fetched by structure from above (seven):
SMILES | OX1R antag-1 | OX1R antag-2
O=[N+]([O-])c1ccc(COc2ccccc2/C=N/O)cc1 | 6.2 | -6.4
COc1ccc(C(=O)CSc2nnc(-c3cc(C)cc(C)c3)o2)cc1 | -2.9 | -39.2
Cc1nc(SCC(=O)NCCc2ccccc2)c2oc3ccccc3c2n1 | 4.8 | -17.9
CCCSc1ccc([C@@H]2[C@H]3C(=O)N(CC)C(=O)[C@H]3[C@]3(C(=O)OC)CCCN23)cc1 | 14.8 | -20.5
O=C(c1ccc(NS(=O)(=O)c2cccs2)cc1)N1CCCCC1 | 26.6 | 3.5
CCC1CCCCN1CCCNC(=O)C1CCC(=O)N1Cc1ccc(C)cc1 (centres undefined) | 9.5 | -17.0
c1ccc(CN2CCC(N3CCC(N4CCCCCC4)CC3)CC2)cc1 | 13.6 | -2.6

(next part)
SMILES | OX1R antag-1 | OX1R antag-2
C/C(=N\NC(=O)c1[nH]c2c([N+](=O)[O-])cc(C)cc2c1-c1ccccc1)c1cccnc1 | 10.5 | -48.2
C=CCOc1cccc(C2C(C(=O)c3ccco3)=C(O)C(=O)N2CCN(CC)CC)c1 (centres undefined) | 14.6 | -15.4
Clc1ccc(SCCn2ccnc2)cc1 | 15.4 | -1.8
O=c1nc2c(-c3cccc(Br)c3)n[nH]n2c2ccccc12 | 6.1 | 1.4
C/C(=N\NC(=O)c1csc(C)c1C)c1ccc(C)s1 | 13.2 | -15.8
Cc1cccc(C(=O)Nc2sc(C)c(-c3ccccc3)c2C#N)c1 | 66.3 | 10.7
NNC(=O)CCS(=O)(=O)c1ccc2ccccc2c1 | 18.4 | -30.1
C[C@H]1CN=C(Nc2ccccc2)N1CCc1ccccc1 | 20.7 | -10.9
CCN(CC)c1nc2n(c(=O)n1)CCN2CC | 4.0 | -7.8
O=C(c1ccc(F)cc1)[C@@H]1[C@@H](C(=O)c2ccccc2)[C@@]2(C(=O)Nc3ccccc32)[C@H]2c3ccccc3C=CN12 | 22.5 | 1.9
CN(CCc1ccccn1)C(=O)CC1C(=O)NCCN1Cc1ccccc1C(F)(F)F (centres undefined) | 12.7 | -13.8
CCCCOc1ccc(C(=O)NCc2ccncc2)cc1 | 17.1 | 4.1
O=[N+]([O-])c1cccc(/C=N\N2CCN(Cc3ccccc3Cl)CC2)c1 | 22.9 | -26.6
Cc1ccc(C)c(S(=O)(=O)/N=C(/Nc2ccccc2)c2ccccc2)c1 | 12.8 | -8.5
Cc1ccc(Cn2c(=O)c3ccccc3n3c(CCC(=O)O)nnc23)cc1 | 4.2 | 0.5
Cc1nn(Cc2ccccc2Cl)c(C)c1C(=O)NC1=NCCS1 | 4.1 | -21.1
CCOC(=O)c1sc(NC(=O)CCN2C(=O)c3ccccc3C2=O)c(C(=O)OCC)c1C | 0.7 | -20.8
COc1cc(NC(=O)c2cccnc2)ccc1NC(=O)c1ccccc1Cl | 11.2 | -8.8
CCOC(=O)N1CCN(S(=O)(=O)N2CCCC(C(=O)NCCCN3CCCCC3CC)C2)CC1 (centres undefined) | 11.6 | -1.2
COc1ccccc1N1CCN(C2CCCN(C(=O)CCC(=O)N(C)C)C2)CC1 (centres undefined) | -0.5 | -3.8
CCN1C(=O)[C@H]2[C@H]3CN=C(SCc4ccc(Cl)cc4)N3[C@@](C)(C(=O)OC)[C@H]2C1=O | 5.7 | -13.2
CCCNC(=O)CN(C)S(=O)(=O)c1c(C)cc(C)cc1C | 12.0 | -20.4
C1=C(N2CCOCC2)/C(=C/c2nc3ccccc3[nH]2)CC1 | 13.4 | -11.2
Cn1c(=O)cc(OCC(=O)NCCCN2CCN(c3ccccc3F)CC2)c2ccccc21 | 10.8 | -39.2
CSc1cccc(NC(=S)N2CCC(N(C)C3CCCCCC3)CC2)c1 | 22.0 | -17.5
O=C(O)c1cc(S(=O)(=O)NCC2CCCO2)ccc1Cl (centres undefined) | 3.2 | -1.3
CN(C)c1ccc(C(=O)c2ccc(O)cc2O)cc1 | 63.8 | 22.5
COc1ccc(COc2ccc3ccc(=O)oc3c2)cc1 | -4.5 | -12.4
Cc1ccc(-c2[nH]ncc2/C=N/n2c(COc3ccccc3C)nc3ccccc3c2=O)cc1 | 9.5 | -21.7
COc1cccc(-c2cc3nc(-c4ccccc4)cc(N4CCCC(O)C4)n3n2)c1 (centres undefined) | 20.3 | -30.0
Cc1ccccc1/C=N/NC(=O)CSc1nc2ccccc2o1 | 3.2 | -15.3
O=C(NCC(c1cccs1)N1CCOCC1)c1ccc(Br)o1 (centres undefined) | 12.2 | -10.4
O=C(C1CC1)N1CCc2cc(Br)cc(S(=O)(=O)NCc3ccccn3)c21 | 15.9 | -14.7
CS(=O)(=O)NNC(=O)c1sccc1OCc1ncc(C(F)(F)F)cc1Cl | 18.3 | -19.7
Cc1ccc(NC(=O)CSCc2cc(=O)n3ccsc3n2)c(C)c1 | 10.2 | -12.2
CC1CCN(C(=O)CNC(=O)c2ccc(Br)o2)CC1 | -2.4 | -9.8
CCCOc1ccc(-c2nn(-c3ccccc3)cc2/C=C2\SC(N)=NC2=O)cc1 | 7.3 | -24.0
Cc1cc(Cl)ccc1NC(=O)CCCN1C(=O)CCC1=O | 0.9 | -6.5
CN(Cc1c(C(=O)N/N=C/c2cccs2)nnn1-c1nonc1N)c1ccccc1 | 81.5* | 54.6*
Cc1ccc(C)n1-c1nn(S(=O)(=O)c2ccccc2)c2cccc(F)c12 | 22.4 | 10.6
Cc1c(CN2CCC(n3nccc3NC(=O)C3CC3)CC2)[nH]c2ccccc12 | 12.7 | -17.9
COC(=O)c1cc(Cl)c(NC(=O)/C=C/c2ccc(Cl)cc2Cl)cc1OC | 8.5 | -32.6
O=C(C1CCN(S(=O)(=O)c2ccccc2F)CC1)N1CCc2ccccc21 | 13.4 | -13.3
Cc1nn(C)c(C)c1CN(C)C(=O)CCCC(=O)O | 11.9 | -7.9
COc1c(Br)cc(Br)cc1/C=N/NC(=O)c1ccncc1 | 7.3 | -17.0
COc1ccc(N2C(=O)C(CN3CCCCC3)C2c2ccccc2)cc1 (centres undefined) | 44.4 | -24.4
Oc1ccc(-c2sc(Nc3ccccc3)n[n+]2-c2ccc(F)cc2)cc1 | 7.0 | -0.8
Cc1ccc(SC(C)c2nc(-c3cccnc3)no2)cc1 (centres undefined) | 36.2 | -34.8
COc1cc2c(cc1OC)CN(C(=S)Nc1ccc(OC(F)F)cc1)CC2 | 21.8 | 4.0
CC(=O)C[C@H](O)CC(=O)[C@@H]1OC(=O)CCCCCCCCc2ccccc21 | 12.4 | -27.9
O=C(COc1cccc2cccnc12)NCc1cccs1 | 15.6 | -29.8
FC(F)(F)c1ccccc1/C=N/Nc1ccccn1 | 37.7 | -26.7
CC(NC(=O)CN(C)S(=O)(=O)c1cccc2nsnc12)c1ccccc1 (centres undefined) | 34.9 | -10.5
CCOc1ccc(N(C(=O)c2cc3ccccc3oc2=O)C2C=CS(=O)(=O)C2)cc1 (centres undefined) | 23.8 | -2.8
[O-]/C(=C(\C(=S)NCc1ccccc1)[n+]1ccccc1)c1ccc(Cl)cc1 | 13.6 | -6.2
O=C(Nc1ccc2c(c1)OCCO2)C(=O)c1c[nH]c2ccccc12 | 49.9* | 19.9
CC1(C)CC(=O)CC(=Nc2ccc3[nH]c(=O)[nH]c3c2)C1 | 10.0 | -5.0
COc1ccccc1C(=O)NC(=O)COC(=O)C1CC1C (centres undefined) | -0.7 | 2.9
Cn1c(SCC(=O)NCc2ccc3c(c2)OCO3)nnc1-c1c[nH]c2ccccc12 | 15.6 | 1.7
COc1cccc(CNC(=O)CN2C(=O)CSc3ccc(S(=O)(=O)N4CCCC4)cc32)c1 | 11.4 | -32.0
Next section.
SMILES | OX1R antag-1 | OX1R antag-2
CCOC(=O)Cc1nnc(Nc2ccc(C)cc2C)c2ccccc12 | 11.7 | -24.2
O=C1CN(S(=O)(=O)c2cc(C(F)(F)F)ccc2Cl)CCN1 | 7.6 | -11.7
O=C(/C=C/c1cccc(F)c1)N1CCc2ccccc21 | 17.5 | -11.9
Cc1cc([N+](=O)[O-])nn1CC(=O)N/N=C/c1ccc(O)cc1O | 19.4 | -2.5
CC(C)C(c1nnnn1Cc1ccc(F)cc1)N1CCN(C2CCCC2)CC1 (centres undefined) | 7.7 | -25.5
Nc1c(-c2cccc(Cl)c2)cnc2c(-c3ccccc3)cnn12 | 16.6 | -36.1
CC(C)(C)c1cc(N)n2nc(C(C)(C)C)cc2n1 | 8.8 | -10.8
COc1ccc(/C=C(\C#N)C(=O)OCC(=O)NCc2ccccc2Cl)cc1 | 7.0 | -18.1
CS(=O)(=O)N(CC(=O)N1CCCCCC1)c1cc(Cl)ccc1Cl | 3.8 | -21.1
CC(C)(C)CN1CCNC[C@H]1Cc1cccc2ccccc12 | 23.6 | -23.7
CCc1c(C)sc2nc(SCC(=O)Nc3cc(C)on3)n(CCOC)c(=O)c12 | 27.6 | -3.0
Cc1cc(/C=C(\C#N)c2nc3ccccc3[nH]2)c(C)n1C | 21.2 | -21.4
CC1=N/C(=C\c2ccc([N+](=O)[O-])cc2)C(=O)N1c1cc(Cl)ccc1C | 15.7 | -13.4
Cc1ccc(NS(=O)(=O)c2ccc(NC(=O)c3cccs3)cc2)c(C)c1 | 12.1 | -3.8
O=c1c2cc(NC(=S)N3CCCCC3)ccc2nc2n1CCCCC2 | 14.0 | -26.8
CCOc1ccc(N2CC(C(=O)NCc3ccccn3)CC2=O)cc1 (centres undefined) | 13.1 | -4.0
COc1ccc(CNc2ncccc2[N+](=O)[O-])cc1 | 14.4 | -17.9
c1coc(-c2nnc3n2C2(CCCC2)Cc2ccccc2-3)c1 | 7.4 | -8.3
O=C(Nc1cccc2ccccc12)c1cc2c(cc1Br)OCO2 | 5.7 | -27.7
Cc1ccc(SCC(=O)OC(C)C(=O)N2CCc3ccccc32)cc1 (centres undefined) | 17.3 | -29.7

Entries listed so far containing a CF3 group, in the order listed:
SMILES | OX1R antag-1 | OX1R antag-2
CN(CCc1ccccn1)C(=O)CC1C(=O)NCCN1Cc1ccccc1C(F)(F)F (centres undefined) | 12.7 | -13.8
CS(=O)(=O)NNC(=O)c1sccc1OCc1ncc(C(F)(F)F)cc1Cl | 18.3 | -19.7
FC(F)(F)c1ccccc1/C=N/Nc1ccccn1 | 37.7 | -26.7
O=C1CN(S(=O)(=O)c2cc(C(F)(F)F)ccc2Cl)CCN1 | 7.6 | -11.7

Next entries
SMILES | OX1R antag-1 | OX1R antag-2
O=C(NN1C(=O)c2ccccc2NC1c1ccoc1)c1ccc([N+](=O)[O-])cc1 (centres undefined) | 33.3 | -21.0
CCOC(=O)Cc1csc(NS(=O)(=O)c2cccc([N+](=O)[O-])c2)n1 | 11.8 | -10.7
CN1CCN(CC(=O)NN2CC(=O)N(c3ccc(F)cc3)CC2=O)CC1 | 9.9 | -6.8
COc1cc(/C=C2/C(C)=C(C#N)c3nc(N)c(C#N)c(C)c32)ccc1OCC(=O)O | 14.3 | -7.0
O=C(COC(=O)c1ccc(F)cc1F)NC(=O)Nc1ccc2c(c1)OCCO2 | 4.8 | -0.6
COc1cc(/C=N/NC(=O)COc2ccccc2C)ccc1OC(=O)c1cccs1 | 6.5 | -13.6
COc1cccc(C(=O)Nc2nnc(Cc3ccc(OC)c(OC)c3)s2)c1 | 0.3 | -35.4
CCC1(c2ccc(F)cc2)NC(=O)N(CC(=O)N2c3ccccc3NC(=O)CC2C)C1=O (centres undefined) | 0.9 | -7.6
CN(C)C(=O)CN(c1ccc(F)c(Cl)c1)S(C)(=O)=O | 6.0 | -3.5
CCN(CC)C(=O)C1=C(C)NC(=S)NC1c1ccc(C)s1 (centres undefined) | 10.9 | -12.2
CC(C)(C)C(=O)COC(=O)c1cc2ccccc2cc1O | 10.4 | -31.1
